E coli growth = E. coli V3065 growth inhibition, primary screen, counter-screen for AddAB inhibitor project, absorbance, OD600; 18 h; inhibition, % at 11.9 µM; 330,000 compounds, 0.27% hits;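 active means inhibition above the campaign's mean inhibition across all tested compounds plus 3 SD, cut at about 9.9% in these data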;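 further: uninfected addAB+ strain grown without phage in ampicillin broth; 0% = DMSO wells and 100% = ciprofloxacin 0.95 µg/ml wells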
PKA-R1A act = activators of PKA-R1A holoenzyme, primary screen, biochemical, fluorescence polarization, Cy5-IP20, bovine R1A, mouse PKAc | cAMP-dependent protein kinase type I-alpha regulatory subunit (Bos taurus) + … | PKA-R1A dissociation; scaled: DMSO 0%, 113 µM cGMP 100% | activation, % at 11.4 µM | 340,000 compounds, 0.083% hits | AID 504707, 2011;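 active means percent activation above the mean of all tested compounds plus 3 SD, cut at about 19% in these data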;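 further: higher means more PKAc released from R1A so a rise in polarization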
MOR-DOR inv ag = inverse agonists of MOR-DOR heterodimerization, primary screen, cell-based, luminescence; cell-based MOR-DOR heterodimer luminescence, inverse agonism; inhibition, % at 9.3 µM; 340,000 compounds, 0.21% hits; AID 504357, 2011; in the data active means inhibition above about 22%, passing the limit was not always enough;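 further: 0% = cells with DMSO and 100% = wells without cells with DMSO; values of inactives mirror those of a sister screen read the other way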
AddAB inh = growth inhibition of E. coli expressing H. pylori AddAB, primary screen, AddAB inhibitor project, absorbance; inhibition, % at 11.9 µM; 330,000 compounds, 0.29% hits; in the data active means inhibition above about 12%;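 further: 0% = vehicle wells of infected cells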
DSG3 Ab inh = inhibitors of pemphigus antibody binding to DSG3, primary screen, biochemical, bead-based, flow cytometry, scFv-GFP; binding (percent of control), % at 10 µM; Desmoglein-3 (Homo sapiens), P32926; DSG3-coupled beads, scFv-anti-DSG3-GFP binding; active compounds read low; 310,000 compounds, 0.48% hits;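 active means binding more than 3 SD below its plate's average and above zero; inconclusive means below that plate limit but binding exactly zero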;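 further: hits lower antibody fragment binding to DSG3; some compounds called inactive have numbers as strong as hits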
Target sequence (P32926 whole entry, looked up, the tested form may be a part): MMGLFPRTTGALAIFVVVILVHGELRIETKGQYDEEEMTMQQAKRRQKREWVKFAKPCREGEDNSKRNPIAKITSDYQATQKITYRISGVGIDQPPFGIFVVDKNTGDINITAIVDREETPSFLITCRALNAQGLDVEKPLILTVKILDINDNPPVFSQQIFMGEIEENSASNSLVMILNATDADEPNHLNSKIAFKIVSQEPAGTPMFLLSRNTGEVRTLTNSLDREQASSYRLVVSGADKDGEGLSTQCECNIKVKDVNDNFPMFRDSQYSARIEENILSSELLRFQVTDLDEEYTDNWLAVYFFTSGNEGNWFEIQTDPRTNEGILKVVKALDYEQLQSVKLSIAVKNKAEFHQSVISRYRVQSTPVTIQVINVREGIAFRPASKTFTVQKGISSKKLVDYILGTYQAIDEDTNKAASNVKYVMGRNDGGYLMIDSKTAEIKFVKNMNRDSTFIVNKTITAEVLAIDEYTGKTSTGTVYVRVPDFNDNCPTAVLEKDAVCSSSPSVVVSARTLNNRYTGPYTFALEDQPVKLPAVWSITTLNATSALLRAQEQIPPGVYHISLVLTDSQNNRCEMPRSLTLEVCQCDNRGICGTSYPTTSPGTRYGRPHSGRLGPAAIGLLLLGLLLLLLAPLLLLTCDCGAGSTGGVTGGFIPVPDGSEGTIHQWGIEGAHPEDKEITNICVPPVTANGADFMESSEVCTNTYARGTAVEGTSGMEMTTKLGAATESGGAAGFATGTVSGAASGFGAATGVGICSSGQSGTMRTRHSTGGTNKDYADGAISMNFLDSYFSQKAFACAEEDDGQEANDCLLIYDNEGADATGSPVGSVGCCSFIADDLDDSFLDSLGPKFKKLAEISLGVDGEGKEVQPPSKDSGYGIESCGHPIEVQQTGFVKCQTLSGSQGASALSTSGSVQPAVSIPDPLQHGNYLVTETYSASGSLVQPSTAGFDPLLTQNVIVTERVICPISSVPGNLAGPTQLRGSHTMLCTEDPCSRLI
OPRM1-OPRD1 ag = agonists of OPRM1-OPRD1 heterodimerization, primary screen, cell-based, luminescence; Mu-type opioid receptor (Homo sapiens) + Delta-type opioid receptor (Homo sapiens), …; cells; activation, % at 9.3 µM; 340,000 compounds, 0.3% hits; in the data active means activation above about 18%;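 further: 0% = vehicle-treated cells and 100% = reference agonist; values of inactives mirror those of a sister screen read the other way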
phage Ecoli inh = growth loss of phage-infected E. coli, primary screen, RecBCD inhibitor project, absorbance, with phage, HTS | inhibition, % at 11.9 µM | 360,000 compounds, 0.26% hits | AID 651602, 2012; in the data active means inhibition above about 11%
PfHsp90 set2 = growth inhibition of PfHsp90-expressing yeast, primary screen, antimalarial PfHsp90 inhibitor project, S. cerevisiae, BacTiter-Glo luminescence, single point, set 2; BacTiter-Glo ATP, 48 h; yeast lacking PDR1 and PDR3 efflux regulators; inhibition, % at 9.4 µM; 310,000 compounds, 0.32% hits;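 active means every replicate shows inhibition above about 80%, whatever the replicate mean, limit read from the data; inconclusive means mean inhibition reaches the set limit but some replicate falls short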;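 further: 0% = DMSO neutral controls and 100% = 20 µM radicicol positive controls; yeast relying on Plasmodium falciparum Hsp90 in place of its own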
Arrestin-AP2 inh = inhibitors of beta-arrestin/AP2 binding, primary screen, biochemical, GPCR trafficking, flow cytometry. inhibition, % at 10 µM. FITC-arrestin peptide / GST-AP2 beads; AP2 beta2 appendage carries R879A mutation. 340,000 compounds, 0.31% hits. AID 504490, 2011. beta-arrestin 1 C-terminal peptide binding to AP2 beta2-adaptin appendage (human);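 active means inhibition above a set limit, near 3 SD of compounds lacking own fluorescence, cut at about 54% in these data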;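 further: plate controls were DMSO wells for no effect and 5 µM unlabelled arrestin peptide for full effect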
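System: GST-tagged AP2 beta2-adaptin appendage (R879A) on 4 µm glutathione beads / Reagent: FITC-arrestin peptide, 50 nM / Detection: HyperCyt-sampled flow cytometry, FL1 channel, ex 488/em 535 nm / Timing: 12 min plus 1 h, RT / Buffer or medium: PBS plus Tween 20 (0.05%) and BSA (0.1%)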
Mot1-301 SUMO = yeast Mot1-301 growth rescue at high temperature, primary screen, SUMOylation pathway inhibitor project, S. cerevisiae, ATP luminescence, 38.5C; S. cerevisiae Mot1-301 growth rescue; percent above DMSO median, 100 means doubled; growth rescue, % at 18.8 µM; 320,000 compounds, 1% hits;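 active means every valid replicate shows activation above 250% relative to neutral control wells; inactive means the rest, any valid replicate at or below 250%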;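 further: OY570 slx delta 5 strain wells were the positive control but not used for scaling; some compounds called inactive have numbers as strong as hits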
Tat export inh = E. coli Tat export inhibitors, primary screen, MC4100, TorA-mCherry reporter, fluorescence, single point | inhibition, % at 10 µM | AID 488895, 2010 | 340,000 compounds, 0.036% hits;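 active means mean replicate inhibition at least 50% and at least half of replicates individually reaching 50%; inconclusive means only one of the two criteria met; inactive means neither criterion met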;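 further: exported cargo escapes ClpAP degradation while cytoplasmic cargo is degraded and loses fluorescence; 0% = median of neutral control wells and 100% = median of NaSCN control wells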
* marks the source's active call; other numbers are inactive results; ? = inconclusive; · = no result given.

Each structure is followed by: E coli growth, PKA-R1A act, MOR-DOR inv ag, AddAB inh, DSG3 Ab inh, OPRM1-OPRD1 ag, phage Ecoli inh, PfHsp90 set2, Arrestin-AP2 inh, Mot1-301 SUMO, Tat export inh
1	Nc1n[nH]c(N)c1N=Nc1ccc2c(c1)OCO2
 : -0.4, -2, 9, 3.5, 96, -1.7, -0.7, -11, -1, 24, 19
2	Cc1ccc(OCc2cc(C(=O)N(C)Cc3cnc4ccccn34)no2)cc1C
 : -0.7, 5, -2, 1.7, 97, 0.3, 2.7, -20, 1, -1, 2
3	CCCCN1C(=O)N(c2ccccc2Cl)C(C)(O)CC1(C)C (stereo unspecified)
 : -3.4, -3, -12, -0.3, 96, 2.4, 1.8, -6, 12, -4, -5
4	Cc1ccc(NC(=O)CC2Oc3ccccc3NC2=O)c(C)c1 (stereo unspecified)
 : -0.6, 3, 0, 1.2, 107, 0.1, 2.4, -4, 0, 366, 6
5	COc1ccc(C2CC(c3ccccc3)Nc3nc(N)nn32)cc1 (stereo unspecified)
 : -0.2, -7, -2, 8.0, 103, 0.3, 3.4, 5, 2, 7, 5
6	COc1ccc(OC)c(-c2nc(C(=O)NC3CCN(Cc4ccccc4)CC3)cc3c2[nH]c2ccccc23)c1
 : -0.3, 0, 1, 2.4, 102, -0.2, 3.4, -4, 0, -4, 5
7	COc1cc(Nc2c3c(nc4ccccc24)CCCC3)cc(OC)c1OC
 : 1.5, 3, 10, 1.0, 95, -2.0, 1.6, -60, 3, 286, -8
8	Cc1ccc(-c2csc(N(C)C(=O)c3c(C)nn(-c4ccccc4)c3Cl)n2)cc1
 : -1.6, 1, 1, 0.8, 96, -0.1, 1.6, -20, 8, 5, -12
9	Cc1cccc(Cn2c(C(C)(C)C)cc3cccnc32)c1
 : 0.0, -11, -1, 4.6, 88, 0.3, 2.5, 7, 15, -17, -3
10	O=C(Nc1nccs1)c1cc(N2CCOCC2)nc2ccccc12
 : 1.7, -5, 13, 2.0, 106, -2.3, 2.6, -22, -4, -10, 1
11	COC(=O)c1ccccc1NS(C)(=O)=O
 : 3.2, 11, 4, 0.6, 102, -0.8, 2.9, 3, 2, -3, 1
12	Cc1nc([N+](=O)[O-])c(Br)n1CC(=O)c1ccc2ccccc2c1
 : 1.7, 2, -31, 3.1, 97, 5.8, 0.0, ·, -4, 8, -3
13	Cc1ccc(NC(=O)N2C3CCCC2CC(NC(=O)C(C)(C)C)C3)cc1 (stereo unspecified)
 : 1.7, 6, 11, -0.7, 154, -2.2, 1.3, -36, 2, -11, -5
14	COc1ccccc1CCC(=O)OCC(=O)NC1CC1
 : -0.2, -15, 8, -1.2, 100, -1.2, 6.1, -8, 10, 5, 3
15	O=C(CCn1c(=O)oc2ccccc21)n1c(=O)oc2ccccc21
 : -0.7, -10, 0, -3.8, ·, 0.0, -0.5, -14, 0, 1, -9
16	COc1ccc(C(N)CCc2ccco2)cc1 (stereo unspecified)
 : -1.2, -7, 4, 4.0, ·, -0.9, 7.2, 51, 10, -11, -2
17	COc1nsnc1NS(=O)(=O)c1ccc(NC(=S)NC(=O)c2cccnc2)cc1
 : 54*, ·, ·, 59*, 103, ·, 47*, 12, 12, -10, 30
18	O=C(CN1CCN(c2ccc(F)cc2)CC1)NCC1CCCO1 (stereo unspecified)
 : 2.8, -1, 9, 2.5, 96, -1.7, 4.0, ·, -10, -25, 9
19	CCC(C)Sc1ccc([C@@H]2[C@H]3C(=O)N(C)C(=O)[C@H]3[C@]3(C(=O)OC)CCCN23)cc1 (stereo partly specified)
 : -2.1, -13, -2, -0.1, 170, 0.4, 3.5, -3, 2, 43, -2
20	O=C1NC(c2ccccc2)CCO1 (stereo unspecified)
 : -1.4, -4, 6, -0.8, 97, -1.0, 2.2, 5, -1, -11, -10
21	Cc1c(C(=O)OCC(C)(C)CN(C)C)oc2ccccc12
 : 0.3, 9, -5, 3.4, ·, 0.9, 3.9, 14, -14, 8, -4
22	Cc1csc(NC(=O)CSc2ccc([N+](=O)[O-])cn2)n1
 : 2.4, -5, 5, 0.1, 106, -1.0, 1.0, 1, -8, -13, -8
23	O=S(=O)(NCc1cccnc1)c1ccccc1
 : -0.9, 5, 8, 1.6, 101, -1.5, 2.9, 8, -8, -15, -10
24	Cc1cc(C)n(CC(O)Cn2ccc3ccccc32)n1 (stereo unspecified)
 : -1.4, -3, 10, 0.9, 101, -1.9, 1.6, 10, -8, 3, -1
25	S=C(NCc1cccnc1)Nc1cccc2ccccc12
 : -0.5, -3, 14, 1.1, 100, -2.8, 1.9, 8, -15, -11, -2
26	CCOc1ccc(Nc2nc(NCC(=O)O)nc(N)c2[N+](=O)[O-])cc1
 : -0.3, 0, 16, 1.1, 95, -3.2, 1.6, 0, -19, -20, -11
27	CCOc1ccccc1NC(=O)COC(=O)C1CC(=O)N(c2c(C)cccc2C)C1 (stereo unspecified)
 : 0.3, 3, 8, 5.3, ·, -1.1, -0.3, 9, 3, -4, 6
28	OCC1(Cc2ccccc2)CCCN(Cc2ccc3c(c2)OCCO3)C1 (stereo unspecified)
 : -0.9, 2, 12, 0.2, ·, -2.6, -1.8, 3, -15, -10, -5
29	CCCCOn1c(C)c(C(C)=O)c2c3no[n+]([O-])c3ccc21
 : 0.3, -7, 12, 1.5, 103, -2.5, 3.1, 1, 5, 62, -2
30	COc1ccc(Cl)cc1NC(=O)CN(C)C(=O)c1cc2ccccc2cc1OC
 : -0.9, -8, 17, 1.2, 101, -3.4, 0.1, 12, -4, -21, 5
31	Cc1ccc(S(=O)(=O)C2(C(=O)NC3CCCC3)CC2)cc1
 : 0.2, -3, 13, 0.6, 101, -2.5, 3.5, ·, -1, -5, 14
32	CCOc1cc(C(=O)Nc2cc3c(cc2N2CCOCC2)n(C)c(=O)n3C)cc(OCC)c1OCC
 : 3.2, -3, 9, 2.9, 100, -1.8, -1.6, -6, -7, -4, 2
33	CC(=O)NC(Cc1ccccc1)C(=O)N1CCN(C(=S)NCC(C)C)CC1 (stereo unspecified)
 : 0.1, 0, 6, -10.0, 110, -1.2, 4.7, -2, 5, 0, -2
34	CC(=O)Nc1nnc(-c2ccc3c(c2)CCCC3)o1
 : -1.5, 4, 10, 2.0, 97, -2.0, -2.1, 10, -3, 10, -1
35	CCN=C1S/C(=C\c2cn(CC(=O)NCc3ccco3)c3ccccc23)C(=O)N1CC
 : 1.1, 5, -29, 2.9, 117, 3.6, 0.9, -13, 5, 9, 5
36	CCOc1ccc(-n2c(Cc3cc(=O)[nH]c(=O)[nH]3)nnc2SC(C)C(=O)OC)cc1 (stereo unspecified)
 : -1.3, 6, 1, 2.6, 111, -0.3, -0.8, -4, -7, -3, 3
37	COCCNC(=O)c1ccc(CS(=O)(=O)c2ccccc2)o1
 : -0.2, 1, 11, -1.2, 101, -2.1, 3.7, -5, 13, 24, 2
38	O=C(NCc1cccnc1)Nc1cccc(F)c1
 : 1.9, -2, 8, 1.8, 105, -1.2, 5.9, -16, -2, 16, 3
39	COc1cccc(NC(=O)CN2C(=O)COc3ccc(C)cc32)c1
 : 1.3, -5, 10, 0.2, 124, -2.0, 2.8, -13, -3, -19, -3
40	COc1ccc(-c2sc3ccc(OC)cc3c2-c2ccc(O)cc2)cc1
 : -0.2, -16, -10, 6.2, 102, 2.1, 0.7, ?, -2, 40, -11
41	O=c1c2cnn(-c3ccc(F)cc3)c2ncn1Cc1ccc(F)cc1
 : 3.4, 5, -4, 0.7, 95, 0.6, 1.0, 1, 90*, 26, -10
42	Cc1cccc(Nc2nn3c(=O)c4ccccc4nc3s2)c1
 : -2.3, -5, -9, 0.8, 101, 1.9, 1.9, -7, 1, -19, -9
43	Cn1c2ccccc2c(=O)c2ccc(-c3ccc4c(c3)OCO4)cc21
 : -1.4, 2, 7, 1.8, 98, -1.3, 2.1, 9, 3, -3, -7
44	CCC(=O)N1CCc2cc(S(=O)(=O)CCC(=O)NCCc3ccc(S(N)(=O)=O)cc3)ccc21
 : -3.0, 1, 16, 3.0, 101, -3.1, 2.8, 6, 9, -3, 6
45	CCOc1ccc(S(=O)(=O)NCCC(=O)N(C)CC(=O)Nc2ccc(OC)cc2)cc1
 : 1.4, -13, 0, 4.8, 100, 0.0, 2.0, 22, 12, -3, 2
46	FC(F)Oc1ccccc1NC(=S)NCCc1ccccc1
 : -1.1, -1, -9, 2.9, ·, 1.8, -0.1, 1, -3, -6, -2
47	COc1ccc(Cl)cc1-c1nc(SCC(=O)N(C)CCC#N)n[nH]1
 : -3.2, -3, 13, 4.5, 102, -2.5, -0.1, -8, 15, 11, -1
48	Cc1ccccc1CNC(=O)CN(c1cccc([N+](=O)[O-])c1)S(C)(=O)=O
 : 3.9, -13, 12, 0.2, 103, -2.1, 1.7, -24, 4, 238, -11
49	CCN(CC)CC(=O)NCC1(c2ccccc2)CCCC1
 : 1.3, -2, 11, -0.5, 103, -2.1, -1.4, 4, 35, 0, 0

Compounds as they come, and some 2.8% of all compounds hit somewhere here.
